CHOP inhibitor: inhibitors of CHOP promoter induction, primary screen, cell-based, unfolded protein response, luciferase reporter; inhibition, % at 10 µM; actives 3.8% (n = 220,000); CHO-K1 CHOP-promoter luciferase, tunicamycin-induced, 15-18 h; AID 2732, 2010;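 active = compounds that reduced the stress-induced luciferase reporter signal by more than about 70% of percent inhibition, limit read from the data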;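 also: 0% = tunicamycin plus vehicle and 100% = wells without tunicamycin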
NPY1 pot ag: NPY-Y1 receptor potentiators or agonists, primary screen, cell-based | Neuropeptide Y receptor type 1 (Homo sapiens), P25929 | NPY-Y1 expressing cells, potentiator/agonist activation | activation, % at 3.6 µM | actives 0.37% (n = 220,000); in the data active = activation above about 33%, passing the limit was not always enough;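 also: cells stimulated with NPY at EC10 then isoproterenol at EC100; 0% = low agonist plus stimulus and 100% = saturating agonist plus stimulus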
Target sequence (P25929 whole entry, looked up): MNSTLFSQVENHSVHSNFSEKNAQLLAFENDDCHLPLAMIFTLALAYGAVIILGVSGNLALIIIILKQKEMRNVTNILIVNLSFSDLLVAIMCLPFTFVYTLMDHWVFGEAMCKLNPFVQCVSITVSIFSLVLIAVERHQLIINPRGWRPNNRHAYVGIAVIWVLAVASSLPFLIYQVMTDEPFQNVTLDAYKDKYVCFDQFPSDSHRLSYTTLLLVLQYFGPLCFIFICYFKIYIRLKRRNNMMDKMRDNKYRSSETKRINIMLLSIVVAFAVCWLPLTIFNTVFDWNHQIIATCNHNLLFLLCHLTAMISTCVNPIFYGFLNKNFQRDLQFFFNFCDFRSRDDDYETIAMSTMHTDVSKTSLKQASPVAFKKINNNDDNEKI
NCF1 inh: p47phox/p22phox peptide binding inhibitors, primary screen, biochemical, uHTS, NADPH oxidase regulatory subunit. Neutrophil cytosol factor 1 (Homo sapiens), P14598. inhibition, % at 24.7 µM. fluorescence polarization, 2 h. AID 1274, 2008. actives 0.53% (n = 220,000);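 active = inhibition above about 30%, limit read from the data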;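 also: 0% = p47phox with labelled peptide and 100% = labelled peptide alone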
S1P4 ag: S1P4 receptor agonists, primary screen, cell-based; actives 0.35% (n = 220,000); activation, % at 4.98 µM; S1P4-expressing cell line, agonist reporter assay; in the data active = activation above about 11%;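 also: 0% = DMSO vehicle and 100% = reference agonist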
NPY2 pot ag: NPY-Y2 potentiators or agonists, primary screen, cell-based. activation, % at 3.6 µM. actives 0.45% (n = 220,000). cells expressing NPY-Y2, potentiator/agonist read-out. Neuropeptide Y receptor type 2 (Homo sapiens), P49146; in the data active = activation above about 27%;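 also: cells stimulated with NPY near EC25 plus isoproterenol at EC100; 0% = vehicle plus submaximal agonist and 100% = vehicle plus saturating agonist; some results beyond the cut were filed as inactive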
Target sequence (P49146 whole entry, looked up): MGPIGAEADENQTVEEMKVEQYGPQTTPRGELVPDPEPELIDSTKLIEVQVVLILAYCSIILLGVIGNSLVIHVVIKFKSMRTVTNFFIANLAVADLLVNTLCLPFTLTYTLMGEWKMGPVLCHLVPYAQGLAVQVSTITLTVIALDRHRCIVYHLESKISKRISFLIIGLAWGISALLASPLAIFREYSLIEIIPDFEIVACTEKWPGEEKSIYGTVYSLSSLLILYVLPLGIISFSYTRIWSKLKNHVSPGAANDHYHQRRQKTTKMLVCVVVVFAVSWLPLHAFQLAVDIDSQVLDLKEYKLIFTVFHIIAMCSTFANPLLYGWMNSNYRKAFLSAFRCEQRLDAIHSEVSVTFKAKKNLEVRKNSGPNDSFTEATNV
NPY Y1 blocker: NPY-Y1 receptor antagonists, primary screen, cell-based; Neuropeptide Y receptor type 1 (Homo sapiens), P25929; HEK293-CNG Y1 cells, membrane potential fluorescence; NPY at EC95, then isoproterenol; inhibition, % at 3.6 µM; actives 1% (n = 200,000);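 active = inhibition above the campaign mean inhibition of all tested compounds plus 3 SD, cut at about 20% in these data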;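 also: 0% = DMSO wells given NPY plus isoproterenol and 100% = isoproterenol alone without NPY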
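Assay system: HEK293 Y1/CNG channel cell line; Doses: single compound dose of 3.6 µM, 0.4% DMSO; Timing: dye 3 h, compound 60 min room temperature, stimulation 45 min; Technique: Membrane-potential fluorescent dye readout; Measure: % inhibition of NPY effect.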
BaF3 tox: parental Ba/F3 cell viability inhibition, counter-screen for JAK2V617F inhibitor project, murine pro-B, CellTiter-Glo luminescence; CellTiter-Glo ATP luminescence; inhibition, % at 5.6 µM; actives 1.1% (n = 220,000); AID 1486, 2009;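 active = inhibition above a per-campaign cutoff, the mean inhibition of all tested compounds plus 3 SD, cut at about 27% in these data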;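 also: 0% = DMSO wells and 100% = JAK Inhibitor I control wells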
S1P4 antagonist: S1P4 receptor antagonists, primary screen, cell-based; Sphingosine 1-phosphate receptor 4 (Homo sapiens), O95977; S1P4-expressing cells, antagonist mode, reporter read-out; inhibition, % at 4.98 µM; actives 0.26% (n = 220,000); AID 1510, 2009; in the data active = inhibition above about 29%;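 also: 0% = wells stimulated with agonist and 100% = vehicle wells without agonist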
Ba/F3 V617F tox: reduced viability of JAK2V617F-dependent Ba/F3 cells, primary screen, JAK2V617F inhibitor project, cell-based, Ba/F3 EpoR-JAK2V617F, luminescence; ATP luminescence; inhibition, % at 5.6 µM; actives 1.1% (n = 220,000); AID 1446, 2008;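 active = inhibition above the campaign mean plus 3 SD over all tested compounds, cut at about 24% in these data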;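 also: cytokine-independent growth of Ba/F3 cells driven by EpoR plus mutant JAK2; 0% = DMSO-treated cells and 100% = JAK inhibitor I control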
* = called active by the depositor; / = not tested or not shown; & = joins results of further samples.

Order of values – CHOP inhibitor	NPY1 pot ag	NCF1 inh	S1P4 ag	NPY2 pot ag	NPY Y1 blocker	BaF3 tox	S1P4 antagonist	Ba/F3 V617F tox
1: CCSc1nc2n(n1)C(c1cccc(F)c1)C1=C(CCCC1=O)N2 (centres undefined)
    28	6	-11	1.5	19	0	6	-15	2
2: CN1C(=O)C2(Oc3ccccc3C3CC(c4ccccc4)=NN32)c2ccccc21 (centres undefined)
    7	-14	-13	-2.2	3	1	3	11	1
3: CC(Oc1ccc(Cl)cc1Cl)C(=O)Nc1cccnc1 (centres undefined)
    21	-6	0	0.0	2	4	0	-10	0
4: Cc1c(N=C2NN=C(c3c[nH]c4ccccc34)CS2)c(=O)n(-c2ccccc2)n1C
    4	14	-10	-0.2	10	/	-6	7	-4
5: Cc1ccc(NS(=O)(=O)c2ccc(OCC(=O)NCc3cccnc3)cc2)cc1
    18	-20	11	-0.4	-16	0	2	-12	1
6: CN(C)c1ccc(P(=O)(OC2CCCCC2)C(O)c2ccncc2)cc1 (centres undefined)
    1	12	-13	-0.3	-9	/	0	-15	-4
7: CCOC(=O)c1sc(NC(=O)CSc2nncs2)c(C(=O)OCC)c1C
    -9	-16	-56	1.2	11	17	0	-7	-1
8: CCCCC(C(=O)O)C(C)CC(=O)NNC(=O)c1ccco1 (centres undefined)
    17	8	1	1.9	-1	1	7	-12	-1
9: c1ccc(-c2ccccn2)nc1
    19&-11	-5	-4	1.2	12	-5	2	-10	-5
10: Cc1[nH]c2ccccc2c1/C=C/C(=O)c1ccncc1
    -10	18	-55	0.5	11	/	-2	6	-4
11: C[C@]1(C(=O)NCCN2CCOCC2)C=C[C@@H](Cc2ccccc2)N1C(=O)c1ccccc1
    -3	-12	-5	0.4	1	-1	3	14	-4
12: CC(C)(C)c1ccc(S(=O)(=O)N2CCCC2C(=O)N2CCOCC2)cc1 (centres undefined)
    1	-3	-7	-2.2	22	2	5	-22	-1
13: O=C(O)CSc1nnc(CSc2nc3ccccc3s2)n1-c1ccccc1
    -2	-4	-2	-0.9	-8	5	2	-1	-2
14: COc1cc(C(=O)N2CCN(c3ccccc3)CC2)c([N+](=O)[O-])cc1OC
    31	15	2	0.8	-15	6	3	-2	0
15: O=C(C1=C[C@@H](c2ccccc2)C[C@@H](OCCCCO)O1)N1CCN(Cc2ccc3c(c2)OCO3)CC1
    20	2	-7	-0.4	-18	0	2	1	-2
16: O=C(NCc1cccs1)C1CCN(S(=O)(=O)c2cccs2)CC1
    -12	-8	-9	-0.2	9	2	3	-12	-1
17: Cc1ccc(C2CC(=O)N3CN(Cc4ccco4)CSC3=C2C#N)cc1 (centres undefined)
    -1	29	5	-0.7	4	5	3	3	-3
18: O=C(/C=C/c1ccc([N+](=O)[O-])cc1)NCC1CCCO1 (centres undefined)
    18	-2	-2	-1.9	-7	-3	4	-5	3
19: COC(=O)c1ccc(CSc2nnc(SCc3ccc(C(=O)OC)o3)s2)o1
    19	-27	-2	0.4	-10	7	0	-18	1
20: Cc1cn(S(=O)(=O)c2ccccc2[N+](=O)[O-])cn1
    21	14	-2	1.6	11	-2	5	-5	-2
21: CCC1C=C(c2ccccc2)C=CN=C1N(CC)CC (centres undefined)
    20	9	0	0.1	-4	12	8	-10	4
22: COc1cc(-n2c(=O)c3ccccc3n(Cc3cc(=O)n4ccccc4n3)c2=O)cc(OC)c1OC
    -14	-14	-11	0.5	-7	4	0	-27	-1
23: Cc1cc(NC(=O)COC(=O)[C@H](Cc2c[nH]c3ccccc23)NC(=O)c2ccc(F)cc2)no1
    -6	6	-3	0.0	3	4	9	-8	5
24: CC(=O)c1ccc(NC(=S)N2CCC(O)CC2)cc1
    -16	0	-10	1.3	3	-2	1	-18	-2
25: O=c1c(-c2ccccc2)nc(-c2ccccc2)cn1O
    -14	-1	-3	-0.9	-11	11	10	-10	7
26: CCCCc1ccc(NC(=O)N[C@H](C(=O)O)C(C)C)cc1
    4	16	-15	-2.1	9	-1	-1	-14	0
27: COc1cccc(C(=O)N(Cc2ccco2)Cc2cc3cccc(C)c3[nH]c2=O)c1
    2	-1	3	1.6	-9	-4	4	-11	-3
28: NC(=O)c1ccccc1OC1CCC1
    -10	9	-8	0.3	-2	/	-2	10	-4
29: Cc1ccc(S(=O)(=O)Nc2ccc(SC(F)F)cc2)c(C)c1
    -13	0	-10	0.2	9	1	9	-10	-3
30: CCOC(=O)C1=C(C)NC(C)=C(C(=O)OCC)C1/C=C/c1ccccc1OC
    63	5	-6	-1.1	6	-3	1	-5	0
31: O=C(NCCN1CCOCC1)c1cc(S(=O)(=O)Nc2ccccc2F)c(Cl)cc1Cl
    0	-16	-6	0.6	5	/	4	-2	1
32: CCn1c(N2CCN(C(=S)NC)CC2)nc2ccccc21
    24	11	-2	-0.3	2	1	6	-7	-2
33: CC(/C=N/NC(=O)c1ccncc1)=C\c1ccccc1
    2	8	7	0.4	-12	-2	1	-2	-3
34: Cn1c(SCC(=O)Nc2cccc(S(=O)(=O)N3CCOCC3)c2)nnc1-c1ccncc1
    10	5	-7	-0.8	6	2	8	11	1
35: Cn1nc(C(F)(F)F)cc1-c1ccc(/C=C(\C#N)C(=O)c2ccccc2)s1
    -12	-24	-35	-0.5	-1	/	1	3	-2
36: CCc1cc2c(=O)c(-c3nc4ccccc4n3C)c(C)oc2c(CN2CCOCC2)c1O
    8	20	-176	4.4	16	2	-1	-7	-3
37: CC1CCN(CC(=O)Nc2ccc(Br)cc2[N+](=O)[O-])CC1
    3	10	-6	-1.4	12	6	4	-6	-2
38: Cc1ccc(/C=N/Nc2cccc3cccnc23)c(O)c1
    21	-1	-12	0.3	12	2	1	-18	-1
39: CC1(O)N(CCC(=O)Nc2cccc(F)c2)C(=O)OC12CCCCC2 (centres undefined)
    -2	4	8	-0.4	0	0	0	9	-2
40: O=C(Nc1ccc2c(c1)OCO2)c1ccc(CN2CCOCC2)cc1
    -24	8	-16	1.0	8	1	3	0	1

Two compounds from above, showing only NPY Y1 blocker and NCF1 inh.
no. | Compound | NPY Y1 blocker | NCF1 inh
38 | Cc1ccc(/C=N/Nc2cccc3cccnc23)c(O)c1 | 2 | -12
39 | CC1(O)N(CCC(=O)Nc2cccc(F)c2)C(=O)OC12CCCCC2 (centres undefined) | 0 | 8

Shown screen by screen: entries from further up
(35) Cn1nc(C(F)(F)F)cc1-c1ccc(/C=C(\C#N)C(=O)c2ccccc2)s1
(36) CCc1cc2c(=O)c(-c3nc4ccccc4n3C)c(C)oc2c(CN2CCOCC2)c1O
(37) CC1CCN(CC(=O)Nc2ccc(Br)cc2[N+](=O)[O-])CC1
(38) Cc1ccc(/C=N/Nc2cccc3cccnc23)c(O)c1
(39) CC1(O)N(CCC(=O)Nc2cccc(F)c2)C(=O)OC12CCCCC2 (centres undefined)

| Screen / compound no. | 35 | 36 | 37 | 38 | 39 |
| --- | --- | --- | --- | --- | --- |
| CHOP inhibitor | -12 | 8 | 3 | 21 | -2 |
| NPY1 pot ag | -24 | 20 | 10 | -1 | 4 |
| NCF1 inh | -35 | -176 | -6 | -12 | 8 |
| S1P4 ag | -0.5 | 4.4 | -1.4 | 0.3 | -0.4 |
| NPY2 pot ag | -1 | 16 | 12 | 12 | 0 |
| NPY Y1 blocker | / | 2 | 6 | 2 | 0 |
| BaF3 tox | 1 | -1 | 4 | 1 | 0 |
| S1P4 antagonist | 3 | -7 | -6 | -18 | 9 |
| Ba/F3 V617F tox | -2 | -3 | -2 | -1 | -2 |

(listing goes on)
Order of values – CHOP inhibitor	NPY1 pot ag	NCF1 inh	S1P4 ag	NPY2 pot ag	NPY Y1 blocker	BaF3 tox	S1P4 antagonist	Ba/F3 V617F tox
41: O=C(c1ccc(Cl)cc1)C1CCCN(Cc2cccn2-c2ccccn2)C1 (centres undefined)
    5	-38	-6	-2.5	-1	59*	0	10	-1
42: COC(=O)c1ccc(SCC(=O)NC2CCCCC2)c([N+](=O)[O-])c1
    4	-1	-11	1.7	-11	0	4	2	-1
43: Cc1ccccc1Nc1nc(N)nc(CSc2nnnn2-c2ccccc2)n1
    54	5	-9	0.7	14	-6	6	-22	0
44: NS(=O)(=O)c1ccc(NNC(=O)c2ccc(F)cc2F)cc1
    -2	4	-9	-1.8	-7	/	-4	10	2
45: O=C(CSc1nnc(CNc2cccc(C(F)(F)F)c2)n1Cc1ccco1)NCc1ccco1
    25	0	-9	2.9	-10	4	3	2	6
46: CCOc1ccccc1Nc1nc2ccccc2n2cnnc12
    -21	8	1	-0.1	-10	5	6	4	3
47: O=C(Cn1nnc(-c2ccc(N3CCOCC3)cc2)n1)OC1CCCCC1
    35	-8	-11	-0.6	8	-9	2	7	3
48: Cc1ccc2[nH]c3c(=O)n(Cc4ccccn4)cnc3c2c1
    21	-6	-18	0.0	-16	3	4	-12	1
49: Cn1ccnc1SCC(=O)Nc1nc2c(F)c(F)c(F)cc2s1
    17	4	0	-0.1	-16	5	5	1	1
50: CC1=C(C(=O)OCC2CCCO2)C(c2ccc(C)o2)C2=C(CC(c3ccc(N(C)C)cc3)CC2=O)N1 (centres undefined)
    33	-15	-6	-2.2	4	10	3	-10	-1
51: CN(C(=O)CN1CCC(NC(=O)C2CCCCC2)CC1)C1CCCCC1
    16	-1	-13	-0.2	4	6	8	-20	-1
52: CC(=O)N1c2ccccc2N(Cc2ccc([N+](=O)[O-])cc2)C(=O)C1(C)C
    -6	6	5	0.3	6	7	3	-2	-4
53: O=[N+]([O-])c1ccccc1CN1CCN(Cc2c[nH]c3ccccc23)CC1
    -77	4	0	0.1	2	-1	-1	2	13
54: CCN(CC)CCCNC(=O)c1cn(CCOC)c(=O)c2c1c1ccccc1n2C
    -11	-9	-8	0.7	-1	1	5	-10	1
55: Oc1ccccc1CNc1ncc(Br)cc1Br
    38	21	-27	-0.2	10	-4	2	-5	0
56: CC1CCN(c2c(NCc3ccc(C(=O)NCC4COc5ccccc5O4)cc3)c(=O)c2=O)CC1 (centres undefined)
    /	-7	/	-1.1	-2	0	7	-4	0
57: O=C(CSc1nnc(COc2cccc3cccnc23)o1)N1CCc2ccccc21
    21	22	10	0.4	11	1	94*	7	0

Bioassay records (PubChem BioAssay)
